Source: PubChem
S3 lipid droplet: qHTS Assay for Lipid Storage Modulators in Drosophila S3 Cells. lipid storage change, negative = inhibition, % at the top dose, mostly 46.1 µM; hits show Potency in µM. 0.64% of 320,000 active. Drosophila S3 cells, BODIPY lipid droplet fluorescence, 18-24 h; cells fed with added oleic acid; active = well fitted inhibition curve with a large enough effect in the signal ratio, with a control signal flat, not every such curve was filed as active; inconclusive = small, poorly fitted or top-dose-only effect, or effect the other way, or a change in a side signal; the % refers to the signal ratio
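Laser-scanning cytometry quantifies lipid droplet accumulation (500–530 nm total intensity; droplet/cell object ratio) in oleic acid-fed (400 uM added) Drosophila S3 cells treated with a concentration series. 20 uM Triacsin C defined 100% inhibition.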
S3 lipid droplet cell count max: recorded beside S3 lipid droplet, whose call it bears; cell number change, %; measured here: cell count max response;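 cells counted by Cell Tracker Red CMTPX staining in the red channel; peak over a dose series mostly up to 46.1 µM; percent activity relative to internal control wells on each plate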
An asterisk follows results filed as active; i = inactive; ? = inconclusive; . = no result given. % is set by controls: 0 for no effect and ±100 for the full control effect; potency is the fitted concentration of half-maximal effect. A portion of the library; count on the stated rates, not on these rows.

SMILES	S3 lipid droplet	S3 lipid droplet cell count max
Cc1ccc(S(=O)(=O)N(Cc2cccc([N+](=O)[O-])c2)C(=O)N2CCN(C)CC2)cc1	i	.
CCOC(=O)Cc1csc(NC(=O)c2ccc3c(c2)OCO3)n1	?	.
O=C1C=C(c2ccc3c(c2)OCO3)C[C@@H](c2ccc(Cl)cc2)C1	?	.
COc1ccc(C(=O)/C(=C\c2sccc2C)c2nc3ccccc3o2)cc1	?	.
CC1(C)Cc2c(sc(NC(=O)C(=O)N3CCCC3)c2C(N)=O)CO1	?	.
COc1ccc(NC(=O)N/C=C/c2ccccc2)cc1	?	.
C/C(=N\NC(=O)c1cc(-c2ccc(Cl)s2)[nH]n1)c1ccncc1	?	.
C=CCn1c(SCc2nc3c(c(=O)[nH]c(=O)n3CCCC)n2CCC)nnc1-c1ccccc1	?	.
O=C1Nc2cc(C(=O)NCCCN3CCOCC3)ccc2S/C1=C/c1cccc(Cl)c1	?	.
N#Cc1c(-c2ccccc2)nc2n(-c3ccccc3)nc(C(=O)Nc3ccccc3)n2c1=O	?	.
CC(C)c1ccccc1NC(=O)CNCCc1ccc(C(F)(F)F)cc1	?	.
CN(C)c1ccc(CN(CC2CCCO2)C(=O)c2cc3ccccc3o2)cc1 (stereo not drawn)	?	.
Cc1sc2nc(SCC(=O)c3cc(C)n(CC4CCCO4)c3C)n(C(C)C)c(=O)c2c1C (stereo not drawn)	13.1%	-14.2
COc1ccc(N2C(=O)CCC(C(=O)N3CCC(C(N)=O)CC3)C2c2ccc(F)cc2)cc1 (stereo not drawn)	-21.0%	-6.4
CCOc1ccc(NC(=O)CCC(=O)NNC(=O)NC2CCCCC2)cc1	?	.
Cc1ccc2oc(C(=O)NCc3ccccc3)cc(=O)c2c1	?	.
O=C(Nc1ccsc1C(=O)O)c1ccc(Cl)cc1	6.8%	10.1
CCCC(=O)NC(Nc1cc(C(F)(F)F)ccc1Cl)C(Cl)(Cl)Cl (stereo not drawn)	?	.
N#Cc1c(NC(=O)CCC(=O)O)sc2c1CCCC2	?	.
CC1CN(C(=O)Cn2cnc3c2c(=O)n(C)c(=O)n3C)CC(C)O1 (stereo not drawn)	?	.
CN(CC(=O)Nc1cccc(F)c1)C(=O)CN1C(=O)NC2(CCCCC2)C1=O	1.0%	-6.6
O=C(Nc1ccccc1)c1ccco1	?	.
Cc1ccc(S(=O)(=O)N2CCOCC2)cc1C(=O)Nc1c(C)n(C)n(-c2ccccc2)c1=O	-1.9%	3.4
COc1ccc([N+](=O)[O-])cc1NC(=O)CC(C)c1ccccc1 (stereo not drawn)	?	.
O=S(=O)(c1ccc2c(c1)C(O)c1ccccc1CC2)C(F)(F)F (stereo not drawn)	?	.
COc1cc(/C=C/C(=O)N2CCOCC2)ccc1OCc1ccccc1	?	.
COc1ccc(CNC(=O)CSc2nnnn2Cc2ccccc2)cc1	?	.
COc1ccc(OC)c(Nc2nc(-c3cccs3)cs2)c1	?	.
O=C(Nc1ccccc1)c1ccccc1OCc1cccc([N+](=O)[O-])c1	?	.
Cc1ccc(S(=O)(=O)Nc2ccccc2C(=O)N2CCOCC2)cc1	?	.
CSc1nsc(SCC(=O)Nc2nncs2)n1	1.8%	10.5
CC1CCN(S(=O)(=O)c2ccc(Br)s2)CC1	?	.
COc1ccc(N/C(=N\c2nc(C)cc(C)n2)NC(=O)C(C)C)cc1OC	19.7%	-6.2
CCC(C(=O)NCCC1=CCCCC1)n1nc(C)c2c(C)n(-c3ccccc3)nc2c1=O (stereo not drawn)	i	-20.9
CC(=O)c1c(C)[nH]c(C(=O)OCC(=O)N2CCN(S(=O)(=O)c3ccc(C)cc3C)CC2)c1C	?	.
O=C1CC(C(=O)N2CCc3ccccc32)CN1c1cccc(C(F)(F)F)c1 (stereo not drawn)	?	.
COc1ccc(Nc2nc(-c3sc(NC(C)=O)nc3C)cs2)cc1	?	.
COc1ccc(C(=O)O/N=C(\N)c2ccccn2)c(OC)c1	8.6%	6.8
COC(=O)c1cc(S(=O)(=O)N2CCN(c3cccc(C)c3)C(C)C2)c[nH]1 (stereo not drawn)	?	.
COc1ccc(OC)c(S(=O)(=O)N2c3cc(F)ccc3CCC2C)c1 (stereo not drawn)	11.3%	-21.3
CCN(CC)C(=O)CSc1n[nH]c(=O)n1CCc1ccccc1	?	.
Cc1sc2nc(COC(=O)c3ccc(N4CCCC4)c([N+](=O)[O-])c3)[nH]c(=O)c2c1C	11.9%	6.0
CCCCOc1ccc(C(=O)NCC(=O)NC(C)CCc2ccccc2)cc1 (stereo not drawn)	?	.
O=C(O)CSC(=S)N1CCCC1	?	.
CC(C)[C@@H](CSc1ccccc1)N1CCN(Cc2ccccc2)CCC1=O	?	.
CC(C)CCNC(=O)CCNS(=O)(=O)c1ccc(Cl)cc1	?	.
Cc1ccc(SCC(=O)OCC(=O)NCCC2=CCCCC2)cc1	?	.
CCOC(=O)c1c(NC(=O)CSc2nnc(-c3ccc(C)cc3)o2)sc(C(C)=O)c1C	?	.
O=C(Nc1nnc(S(=O)(=O)N2CCCCCC2)s1)c1ccccc1F	6.0%	-5.4
Cc1c(Cl)cccc1NC(=O)CC(C(=O)O)C1CCCO1 (stereo not drawn)	?	.
Cc1cc(C)n(C(=O)CNC(=O)c2cccs2)n1	?	.
O=C(Nc1ccc(NC(=O)C2CC2)nc1)c1ccco1	-0.8%	-0.3
COc1ccc(N2CCN(S(=O)(=O)CCNC(=O)COc3cccc(OC)c3)CC2)cc1	i	.
COc1cccc(CNn2c(-c3cccc(C)c3)nc3ccccc3c2=O)c1	?	.
CCOC(=O)c1cc(-c2ccccc2)n(Cc2cc(CC)no2)n1	18.4µM*	-3.2*
Cc1cccc(-c2n[nH]c(=S)n2/N=C/c2ccc(C)o2)c1	?	.
CCOCCCN(C(=O)CCC(=O)Nc1cc(C)on1)C(C(=O)NC(C)(C)C)c1ccccc1Cl (stereo not drawn)	?	.
O=C(O)CCCCCN1C(=O)C(O)=C(C(=O)/C=C/c2ccccc2)C1c1cccc([N+](=O)[O-])c1 (stereo not drawn)	?	.
Cc1ccc(C(=O)N/N=C\c2cc3c(cc2Br)OCO3)cn1	?	.
O=C(O)c1cccc(N=C2NC(=O)C(CO)(CO)S2)c1	?	.

Exported with two lines to a compound: part of the list above
Sequence of screens – S3 lipid droplet | S3 lipid droplet cell count max
> Cc1ccc(SCC(=O)OCC(=O)NCCC2=CCCCC2)cc1
 : ? | .
> CCN(CC)C(=O)CSc1n[nH]c(=O)n1CCc1ccccc1
 : ? | .
> CCOCCCN(C(=O)CCC(=O)Nc1cc(C)on1)C(C(=O)NC(C)(C)C)c1ccccc1Cl (stereo not drawn)
 : ? | .
> COc1ccc(N2CCN(S(=O)(=O)CCNC(=O)COc3cccc(OC)c3)CC2)cc1
 : i | .
> CC(C)[C@@H](CSc1ccccc1)N1CCN(Cc2ccccc2)CCC1=O
 : ? | .
> CCOC(=O)c1cc(-c2ccccc2)n(Cc2cc(CC)no2)n1
 : 18.4µM* | -3.2*

Later entries:
SMILES	S3 lipid droplet	S3 lipid droplet cell count max
CC(C)Cn1c(=O)[nH]c2ccccc21	?	.
CC1(C(=O)NC2CCCC2)CCC(=O)N1Cc1ccccc1Cl (stereo not drawn)	i	.
CCC1(CC)Nc2ccccc2C(=O)N1c1ccc(NC(C)=O)cc1	?	.
COc1ccc(CNc2ccc3c(c2)CCC3)cc1Br	?	.
CCOc1ccc(Nc2ncnc3c2cnn3-c2ccccc2)cc1	?	.
COc1ccc(C(=O)NC2CCN(CC(=O)NCc3ccccc3)CC2)cc1	i	3.8
S=C(NCc1ccco1)Nc1ccc(Cl)cc1Cl	12.1%	15.1
COc1cc(/C=N/n2cnnc2)ccc1OCc1ccc(C)cc1	?	.
NC(=O)CN(N=Nc1cccc([N+](=O)[O-])c1)c1cccc([N+](=O)[O-])c1	14.9%	-1.6
Nc1ccn(Cc2ccccc2F)n1	1.9%	0.9
S=c1[nH]ncn2c1cc1oc3ccccc3c12	?	.
C/C(=N\NC(=O)C(C)Nc1cccc(Cl)c1)c1ccc([N+](=O)[O-])cc1 (stereo not drawn)	19.4%	.
O=C(COC(=O)c1ccccc1[N+](=O)[O-])Nc1nnc(-c2ccccc2)o1	?	.
CCc1ccc(CN(C)C(=O)C2CCC(=O)N(CCCN3CCCC3=O)C2)cc1 (stereo not drawn)	?	.
Cc1nn(CC(=O)Nc2nnc(C(C)C)s2)c(=O)c2ccccc12	-0.6%	-3.0
COc1ccc(N(CC(=O)NC(C)C)S(=O)(=O)c2ccc(NC(C)=O)cc2)cc1	?	.
CC(C)CN(CCC(=O)O)CC(C)C	?	.
COc1ccc(NC(=O)COc2cccc(-n3cnnn3)c2)cc1Cl	?	.
Cc1nc2sccn2c(=O)c1Cl	?	.
Cc1noc(C)c1COC(=O)CCC(=O)c1ccc(F)cc1	4.9%	-4.2

Profiles, looked up by structure:
Cc1nc2sccn2c(=O)c1Cl is entered as S3 lipid droplet: ?; S3 lipid droplet cell count max: .
CCc1ccc(CN(C)C(=O)C2CCC(=O)N(CCCN3CCCC3=O)C2)cc1 (stereo not drawn) is entered as S3 lipid droplet: ?; S3 lipid droplet cell count max: .

(further entries)
SMILES	S3 lipid droplet	S3 lipid droplet cell count max
O=c1c(S(=O)(=O)c2ccc(Cl)cc2)cn(Cc2ccccc2)c2ccc(F)cc12	?	.
COc1ccc(C)cc1S(=O)(=O)Nc1cccc(SC)c1	?	.
CCOC(=O)c1c(CNc2ccncc2)n(C)c2cc(Br)c(O)cc12	-6.8%	4.8
CCOc1ccc(NC(=O)c2ccc3[nH]c(=O)c(=O)[nH]c3c2)cc1	?	.
O=C1CN(C(=O)COC(=O)C2=COCCO2)c2ccccc2N1	5.3%	14.0
CC(c1ccccc1)n1c(-c2cccs2)nc2c(c(=O)c3ccccc3n2C)c1=O (stereo not drawn)	-27.5%	-0.6
Cc1c(C(=O)NC2CCC(C)CC2)oc2ccccc12 (stereo not drawn)	15.7%	28.1
Cc1ccc2nc(Nc3nc(=O)c4ccccc4n3C)nc(C)c2c1	?	.
O=C(Nc1cccc(S(=O)(=O)NC2=NCCCCC2)c1)c1cc(-c2ccccc2Cl)nc2ccccc12	?	.
Cc1ccc(NC(=O)c2[nH]cnc2C(=O)NN)cc1	?	.
COc1ccccc1CO/N=C/c1cccn1-c1nccc(N(C)C)c1C#N	?	.
Cc1cc(=O)c(C(=O)O)nn1-c1ccccc1	?	.
Cc1c(Cl)cccc1Nc1nc(N)nc(CSc2nc3ccccc3s2)n1	-10.3%	-13.3
O=C(Nc1ncn[nH]1)c1cc(S(=O)(=O)Nc2ccc(Cl)cc2)ccc1Cl	?	.
O=C1CC2(CCN(S(=O)(=O)c3ccccc3)CC2)Oc2ccccc21	?	.
COc1ccc(/C=N/N2CCN(C)CC2)c(OC)c1OC	?	.
NCc1ccc2[nH]c(=O)[nH]c2c1	2.4%	17.5
CCOC(=O)c1sc2nc(N3CCOCC3)c3c(c2c1N)CCC3	18.7%	-6.3
O=C(O)C1OC(C(=O)O)C2C1C(F)(F)C2(F)F (stereo not drawn)	?	.
Cc1ccc(S(=O)(=O)c2c(N)n(CCC(C)C)c3nc4ccccc4nc23)cc1	?	.

An excerpt of these results, with values under each structure.
The line under a structure holds: S3 lipid droplet	S3 lipid droplet cell count max
- O=C(Nc1ncn[nH]1)c1cc(S(=O)(=O)Nc2ccc(Cl)cc2)ccc1Cl
 : ?	.
- O=C1CC2(CCN(S(=O)(=O)c3ccccc3)CC2)Oc2ccccc21
 : ?	.

(more compounds)
SMILES	S3 lipid droplet	S3 lipid droplet cell count max
CN(C)S(=O)(=O)N(CC(=O)N1CCN(Cc2ccccc2)CC1)c1ccccc1	?	.
Cc1nc2c3ccccc3n(CC(=O)c3ccc(F)cc3)c(=O)n2n1	-0.3%	-0.8
CCOc1ccc(NC(=O)CN2C(=O)CSC(C)C2=O)cc1 (stereo not drawn)	18.6%	8.9
CCN(CCn1cccn1)C(=O)CCc1nnc(C2CCCCC2)o1	0.6%	-4.1
CCN(C(=O)Cn1cc(C(C)=O)c2ccccc21)c1ccccc1	4.8%	.
CCOC(=O)C1CCN(c2c(NCc3ccc(N(C)C)cc3)c(=O)c2=O)CC1	-0.5%	23.4
Cc1cc(-c2ccccc2)nc(N2CCC(C(=O)NC34CC5CC(CC(C5)C3)C4)CC2)n1	-14.7%	.
Cn1c(COc2ccc(Cl)cc2)nnc1SCC(=O)NC1CCCC1	14.6µM*	17.9*
Fc1ccc2[nH]c3c(Cl)ncnc3c2c1	?	.
COC(=O)c1c(C)oc(C)c1S(=O)(=O)NCc1ccc(OC)cc1	?	.
CCOC(=O)c1ccc(NC(=O)Nc2ccn(C)n2)cc1	?	.
O=C(COC(=O)CCc1nc2ccccc2s1)Nc1nc(-c2ccccc2)cs1	?	.
COc1ccccc1CNC(=O)N1CCN(c2ccccc2Cl)CC1	?	.
COCCSc1nnc(NC(=O)c2cc(OC)c(OC)cc2[N+](=O)[O-])s1	?	.
Cc1cccc(N(C(=O)CCC(=O)Nc2cccnc2)C(C(=O)NC2CCCC2)c2ccncc2)c1 (stereo not drawn)	-0.3%	-6.3
CCC(=O)N(CC)Cc1cc(=O)[nH]c2ccccc12	-0.7%	-0.7
COc1ccc2c(c1)-c1nc(/N=C/c3ccc(O)cc3)sc1CC2	i	-17.2
CN(c1ccccc1)S(=O)(=O)c1cccc(NC(=O)CSc2ncn[nH]2)c1	-10.0%	-5.0
Cc1ccccc1CC(=O)NCCN1CCOCC1	?	.
O=C(O)c1cnc(-c2ccccc2)nc1Sc1ccccc1	11.7%	4.0
Cc1cccc(CCNC(=O)C2CCN(S(=O)(=O)c3c(C)nn(C)c3C)CC2)c1	?	.
Cn1cc(CNC(=O)C2CCCCC2)cn1	?	.
CCN(C(=O)COC(=O)c1cc([N+](=O)[O-])ccc1N1CCOCC1)C1CCCCC1	?	.
